# PAFAH2 inh = PAFAH2 enzyme inhibitors, primary screen, biochemical, fluorescence polarization, human; AID 492956, 2010; inhibition, % at 3.39 µM; recombinant PAFAH2, FP-rhodamine activity probe; actives 0.99% (n = 340,000);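 active means inhibition above the mean over all tested compounds plus 3 SD, cut at about 30% in these data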;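 further: inhibitors block probe labeling of enzyme so polarization drops; 0% = enzyme with DMSO and 100% = wells lacking PAFAH2 protein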
# pPAFAH FP inh = pPAFAH enzyme inhibitors, primary screen, biochemical, fluorescence polarization, human. Platelet-activating factor acetylhydrolase (Homo sapiens), Q13093. actives 1.5% (n = 330,000). inhibition, % at 3.39 µM. recombinant pPAFAH, FP-rhodamine probe fluorescence polarization;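 active means inhibition above the mean inhibition across the screen plus 3 SD, cut at about 25% in these data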;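 further: inhibitors block binding of the rhodamine activity-based probe so polarization drops; 0% = enzyme with DMSO and 100% = wells lacking pPAFAH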
# LYPLA2 counter = LYPLA2 inhibitors, primary screen, counter-screen for PME1 inhibitor project, biochemical, fluorescence polarization, FP-Rh probe ABPP; Acyl-protein thioesterase 2 (Homo sapiens), O95372; recombinant LYPLA2; inhibition, % at 5.9 µM; actives 0.38% (n = 320,000); AID 2177, 2009;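 active means inhibition above the screen-wide mean plus 3 SD, limit set per campaign, cut at about 26% in these data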;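 further: 0% = LYPLA2 with DMSO and 100% = wells lacking LYPLA2 enzyme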
# Target sequence (O95372 whole entry, looked up): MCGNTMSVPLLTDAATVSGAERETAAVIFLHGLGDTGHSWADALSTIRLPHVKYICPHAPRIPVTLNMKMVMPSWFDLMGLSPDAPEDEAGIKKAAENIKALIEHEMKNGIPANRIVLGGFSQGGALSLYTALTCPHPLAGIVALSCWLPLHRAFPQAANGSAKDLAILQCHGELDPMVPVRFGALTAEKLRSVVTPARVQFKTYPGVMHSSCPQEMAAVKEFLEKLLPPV
# LYPLA1 counter = LYPLA1 inhibitors, primary screen, counter-screen for PME1 inhibitor project, biochemical, fluorescence polarization, FP-Rh probe ABPP; Acyl-protein thioesterase 1 (Homo sapiens), O75608; recombinant LYPLA1; inhibition, % at 5.9 µM; actives 0.16% (n = 320,000);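 active means inhibition above the mean of all tested compounds plus 3 SD, set per campaign, cut at about 14% in these data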;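 further: inhibitors block serine hydrolase probe labeling of LYPLA1 so polarization falls; 0% = enzyme with DMSO and 100% = wells lacking LYPLA1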
# PAD4 inh = human PAD4 inhibitors, primary screen, biochemical, fluorescence polarization, 1536-well format | recombinant PAD4, RCA probe fluorescence polarization | AID 485272, 2010 | inhibition, % at 6.36 µM | actives 0.41% (n = 330,000) | Protein-arginine deiminase type-4 (Homo sapiens), Q9UM07;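 active means percent inhibition above a cutoff equal to the mean of all tested compounds plus 3 SD, cut at about 15% in these data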;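 further: 0% = PAD4 with RCA probe and DMSO and 100% = probe without PAD4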
# GSTO1 counter = inhibitors of recombinant GSTO1, primary screen, counter-screen for RBBP9 inhibitor project, biochemical, fluorescence polarization; Glutathione S-transferase omega-1 (Homo sapiens), P78417; activity-based probe fluorescence polarization; inhibition, % at 5.96 µM; actives 1.1% (n = 300,000);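 active means inhibition above the campaign mean inhibition plus 3 SD, cut at about 35% in these data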;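 further: 0% = GSTO1-1 with DMSO and 100% = wells lacking GSTO1-1 enzyme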
# PAFAH1B2 inh = PAFAH1B2 enzyme inhibitors, primary screen, biochemical, fluorescence polarization, human; AID 492953, 2010; actives 1.2% (n = 340,000); recombinant PAFAH1B2, FP-rhodamine activity probe; inhibition, % at 3.39 µM; Platelet-activating factor acetylhydrolase IB subunit alpha2 (Homo sapiens), P68402;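 active means inhibition above the mean of all tested compounds plus 3 SD, cut at about 24% in these data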;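 further: 0% = enzyme with DMSO and 100% = wells lacking PAFAH1B2; many of its hits are not listed in these tables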
# Target sequence (P68402 whole entry, looked up): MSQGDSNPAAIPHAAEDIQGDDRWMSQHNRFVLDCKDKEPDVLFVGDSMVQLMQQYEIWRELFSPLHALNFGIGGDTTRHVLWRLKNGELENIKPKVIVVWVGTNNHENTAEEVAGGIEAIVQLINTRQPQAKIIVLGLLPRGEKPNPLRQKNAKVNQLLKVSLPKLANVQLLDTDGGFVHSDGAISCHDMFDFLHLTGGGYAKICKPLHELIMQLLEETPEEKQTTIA
# PME-1 primary = PME-1 inhibitors via competitive probe labeling, primary screen, biochemical, fluorescence polarization, FP-Rh probe, HTS. Protein phosphatase methylesterase 1 (Homo sapiens), Q9Y570. recombinant PME-1. inhibition, % at 5.9 µM. actives 0.53% (n = 320,000);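 active means inhibition above the campaign mean of all compounds plus 3 SD, cut at about 26% in these data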;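 further: competitive labeling of PME-1 active site by serine hydrolase directed probe; 0% = PME-1 with DMSO and 100% = wells lacking PME-1 enzyme; inhibitors block probe labeling so polarization falls and inhibition rises; many of its hits are not listed in these tables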
# Target sequence (Q9Y570 whole entry, looked up): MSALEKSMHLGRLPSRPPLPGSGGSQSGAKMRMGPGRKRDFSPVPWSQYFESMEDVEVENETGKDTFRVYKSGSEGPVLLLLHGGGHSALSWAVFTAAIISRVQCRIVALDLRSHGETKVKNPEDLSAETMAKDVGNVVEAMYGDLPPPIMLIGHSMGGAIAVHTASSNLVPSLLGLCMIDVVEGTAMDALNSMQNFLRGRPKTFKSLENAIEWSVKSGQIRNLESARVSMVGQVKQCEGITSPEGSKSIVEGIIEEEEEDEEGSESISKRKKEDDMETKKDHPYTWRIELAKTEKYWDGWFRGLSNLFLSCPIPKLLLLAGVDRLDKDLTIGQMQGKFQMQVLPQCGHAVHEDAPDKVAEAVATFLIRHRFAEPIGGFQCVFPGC
# PAFAH1B3 inh = PAFAH1B3 enzyme inhibitors, primary screen, biochemical, fluorescence polarization, human; Platelet-activating factor acetylhydrolase IB subunit alpha1 (Homo sapiens), Q15102; inhibition, % at 3.39 µM; AID 492972, 2010; recombinant PAFAH1B3, FP-rhodamine probe; actives 0.28% (n = 340,000);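 active means inhibition above the screen-wide average of all tested compounds plus 3 SD, cut at about 25% in these data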;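 further: 0% = enzyme with DMSO only and 100% = wells lacking PAFAH1B3 protein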
# Numbers without * were called inactive; · = not tested or not shown.
cpd	Compound	PAFAH2 inh	pPAFAH FP inh	LYPLA2 counter	LYPLA1 counter	PAD4 inh
1	CCOC(=O)c1cnc2c(-c3ccccc3OC)c(C)nn2c1C	-3	1	0	-3	-4
2	COc1ccc(C2=NOC(C(=O)NCc3ccccn3)C2)cc1 (stereo not given)	1	3	2	-1	-5
3	CC(=O)NC(Cc1ccccc1F)C(=O)NC1CCN(c2ncccc2[N+](=O)[O-])CC1 (stereo not given)	1	-2	4	2	0
4	COc1ccc(C(C(=O)NC2CCCC2)N(C(=O)c2ccco2)c2ccccc2OC)cc1 (stereo not given)	1	0	3	1	-2
5	Cc1ccccc1C(=O)Nc1ccc(S(=O)(=O)N2CCCC2)cc1	11	-3	-7	-3	2
6	Cc1ccc(NC(=O)CCN2C(=O)C3C4CCC(C4)C3C2=O)cc1[N+](=O)[O-] (stereo not given)	-2	-2	2	-4	-5
7	CSc1ncc(Cl)c(C(=O)Nc2ccc(S(=O)(=O)N3CCOCC3)cc2)n1	-2	-2	9	0	4
8	Cc1c(C)n2c(SCC(=O)Nc3ccc4c(c3)OCCO4)nnc2[nH]c1=O	5	-2	3	2	0
9	O=C(NNC(=O)c1cccc(Br)c1)C(=O)N1CCCCC1	-2	4	0	0	0
10	C=CC[C@@H](CC(=O)N[C@H](CO)Cc1ccccc1)C(=O)NCCOC(=O)[C@@H](CC=C)Cc1ccc(F)cc1	4	6	·	·	5
11	CCOc1ccccc1Nc1nc(-c2sc(NC(=O)c3ccco3)nc2C)cs1	12	5	-21	-17	-2
12	CCN(CC)C(=O)[C@H]1CC(CC(=O)NC/C=C(\C)CCC=C(C)C)C(=O)N2CCc3c([nH]c4ccc(OC)cc34)[C@]12C (stereo not given in full)	6	26*	·	·	-1
13	COc1ccc(C(=O)NC(C)(C)C)cc1S(=O)(=O)N1CCCC1	-1	6	1	-1	-3
14	CCOc1ccccc1C1N(c2ccc(OC)cc2)C(=O)C2CCCN21 (stereo not given)	5	1	-5	2	-2
15	Cc1cccc(N2C(=O)c3cccc4cccc(c34)C2=O)c1	2	2	8	1	-2

cpd	GSTO1 counter	PAFAH1B2 inh	PME-1 primary	PAFAH1B3 inh
1	-2	3	-3	6
2	-3	2	-9	1
3	10	2	-3	0
4	-1	4	-1	-2
5	-3	5	4	-1
6	4	1	-1	0
7	-9	3	0	-5
8	-9	1	1	9
9	2	3	0	3
10	·	4	·	9
11	-8	11	9	4
12	·	0	·	8
13	2	-4	5	-1
14	3	0	5	7
15	1	0	6	6

# Next entries.
cpd	Compound	PAFAH2 inh	pPAFAH FP inh	LYPLA2 counter	LYPLA1 counter	PAD4 inh
16	Fc1ccc(CN2CCCCCCC2)cc1F	-4	5	6	3	-4
17	O=C(NC1CCCC1)C(c1ccc(F)cc1)N(C(=O)c1csnn1)C1CCCC1 (stereo not given)	0	1	3	0	0
18	CC(C)N(Cc1ccc(F)cc1)C(=O)c1cc2ccccc2oc1=O	9	3	6	2	-6
19	O=C(O)CC(CP(=O)(c1ccccc1)c1ccccc1)C(=O)O (stereo not given)	0	2	2	-3	0
20	Cc1ccc(-c2cc(C(=O)n3cnc4ccccc43)c3ccccc3n2)cc1C	-15	-5	-8	-4	-10
21	COc1ccc(CNC(=O)c2cccnc2Sc2ccc(Cl)cc2)cc1	1	4	-2	0	5
22	CC1CCCCN1Cc1c(O)ccc2c(=O)c(-c3ccc(Cl)cc3Cl)coc12 (stereo not given)	5	10	0	-1	2
23	O=C(CNC(=O)c1nc[nH]c1C(=O)NCC(=O)OCc1ccccc1)OCc1ccccc1	5	10	-3	-2	-3
24	CC(=O)c1cc2c(cc1NC(=O)C1CC1)OCO2	-9	0	5	0	0
25	COc1ccc(N(Cc2ccccc2)S(=O)(=O)c2cccc(C(=O)Nc3ccccn3)c2)cc1	4	1	-12	-12	4
26	CCN(CC(=O)Nc1ccccc1C(F)(F)F)C(=O)c1ccccc1SCC(=O)N1CCCC1	2	2	2	0	-2
27	Cc1nnc(-n2ncc(C#N)c2N)c2nn(-c3cccc(Cl)c3)c(C)c12	6	-9	4	1	-3
28	CCOC(=O)C1CCCN(C(=O)C2CCN(S(=O)(=O)c3ccc4ccccc4c3)CC2)C1 (stereo not given)	-3	3	-2	-1	0
29	O=C(C[C@H]1C/C=C\C[C@H](Cc2ccc(F)cc2)C(=O)OC[C@@H]2CCCN2C1=O)N[C@H](CO)Cc1ccccc1	1	0	·	·	-7
30	O=C(/C=C/c1ccccc1[N+](=O)[O-])NCc1ccncc1	-3	0	-5	-1	-1

cpd	GSTO1 counter	PAFAH1B2 inh	PME-1 primary	PAFAH1B3 inh
16	2	-1	-5	1
17	5	7	3	0
18	-4	-3	5	1
19	1	2	-2	4
20	-6	0	-3	1
21	3	4	-1	4
22	0	3	0	3
23	1	1	-2	-1
24	-1	-3	1	3
25	·	-3	-15	-2
26	1	4	-3	12
27	-5	3	-6	3
28	0	7	14	4
29	·	7	·	5
30	-7	-2	-1	5

# New compounds follow
cpd	Compound	PAFAH2 inh	pPAFAH FP inh	LYPLA2 counter	LYPLA1 counter	PAD4 inh
31	Cc1ccc(C(=O)N/N=C/c2ccc(N3CCOCC3)cc2)c(C)c1	1	-6	-3	-1	5
32	COc1cccc(OCc2cc(C(=O)N3CCN(c4ccccc4O)CC3)no2)c1	5	2	15	8	-6
33	Cc1nn(Cc2ccc(Cl)cc2)c(C)c1NC(=O)C(c1ccccc1)c1ccccc1	3	-2	3	-5	0
34	COc1ccc(C(=O)C2CCCCC2=O)cc1 (stereo not given)	2	3	7	2	0
35	Cc1ccc(NC(=O)CCNS(=O)(=O)c2cccc3nsnc23)cc1	-5	1	7	0	-2
36	CN(CCNC(=O)c1ccc(N2CCCC2=O)cc1)CCc1ccccc1	-1	0	-5	-2	2
37	COc1ccc(OC)c(NC(=O)CC2SC(=N)N(c3ccccc3)C2=O)c1 (stereo not given)	4	-2	6	-1	-5
38	COc1ccc(C(=O)NCCS(=O)(=O)NCc2cccs2)cc1	-5	-3	9	1	1
39	COc1cc(/C(C)=N/NC(=S)NC(C)C)cc(OC)c1OC	-2	-3	-1	1	3
40	CC(C)(C)C(=O)Nc1ccnn1C1CCN(C(=O)c2cccc(Cl)c2)CC1	2	1	-8	0	-5
41	O=C(Oc1ccccc1F)C1CCN(C(=O)c2ccc(F)cc2)CC1	6	11	7	3	3
42	CCOCCn1c(-c2ccc(OC)cc2)nc2ccccc21	-6	1	1	-2	2
43	COc1ccc(-c2nn(C)c(=O)c3ccccc23)cc1CNC(=O)C1CCCCC1	10	18	1	-1	0
44	COc1ccc2c(c1)C(c1ccc(N3CCOCC3)cc1)=NNC(c1cccnc1)=N2	-8	2	5	2	0
45	CCOC(=O)c1nn(-c2ccc3c(c2)OCO3)cc1O	-2	4	-5	-5	-5

cpd	GSTO1 counter	PAFAH1B2 inh	PME-1 primary	PAFAH1B3 inh
31	9	3	-8	0
32	-4	7	4	18
33	-4	1	4	15
34	-2	-3	-5	5
35	-3	2	-4	5
36	-5	4	1	13
37	9	0	-4	6
38	0	3	-1	6
39	-1	2	2	1
40	6	-1	0	2
41	-7	1	3	12
42	3	-2	2	7
43	0	1	-6	5
44	5	-2	-1	2
45	-3	5	-7	3

# Overlap with the part before: 5 entries; new compounds follow.
cpd	Compound	PAFAH2 inh	pPAFAH FP inh	LYPLA2 counter	LYPLA1 counter	PAD4 inh
41	O=C(Oc1ccccc1F)C1CCN(C(=O)c2ccc(F)cc2)CC1	6	11	7	3	3
42	CCOCCn1c(-c2ccc(OC)cc2)nc2ccccc21	-6	1	1	-2	2
43	COc1ccc(-c2nn(C)c(=O)c3ccccc23)cc1CNC(=O)C1CCCCC1	10	18	1	-1	0
44	COc1ccc2c(c1)C(c1ccc(N3CCOCC3)cc1)=NNC(c1cccnc1)=N2	-8	2	5	2	0
45	CCOC(=O)c1nn(-c2ccc3c(c2)OCO3)cc1O	-2	4	-5	-5	-5
46	O=C(NCc1ccc(Cl)cc1)C(=O)NCC1OCCN1S(=O)(=O)c1cc(F)ccc1F (stereo not given)	3	11	0	-4	-4
47	Cn1ccnc1SCC(=O)Nc1ccc2nc(SCC(=O)NC3CC3)sc2c1	·	2	-5	1	-4
48	CCC(=O)Nc1c(-c2ccc3ccccc3c2)nc2ccccn12	8	3	-9	-1	-4
49	O=C(NNS(=O)(=O)c1ccccc1C(F)(F)F)c1cccc(S(=O)(=O)Nc2ccccc2Cl)c1	0	2	3	-2	-6
50	c1ccc(-c2nc(N3CCOCC3)cc(N3CCOCC3)n2)cc1	-3	4	-9	1	-3
51	Cc1c(Cl)cccc1NC(=S)NC1CC1	-1	2	-2	4	1
52	Cc1[nH]c2ccccc2c1/C=C(\C#N)C(=O)NCc1ccccc1	2	2	0	-6	9
53	CS(=O)(=O)Nc1ccc(S(=O)(=O)NCCc2ccccc2)cc1	0	7	-5	3	-3
54	O=C(Cc1cnc2ncnn2c1)N1CCc2c([nH]c3ccccc23)C1c1ccccn1 (stereo not given)	-5	1	2	0	-6
55	C/C(CC(=O)NC1CCCCC1)=N\NC(=O)Cc1ccc(-c2ccccc2)cc1	5	4	2	-1	-5
56	CCOC(=O)CCn1c(=O)c2c(nc(Br)n2Cc2ccccc2)n(C)c1=O	-5	7	4	-1	1
57	CC(Nc1nc(=S)nc(Nc2ccc(F)cc2)[nH]1)c1ccccc1 (stereo not given)	-3	1	-12	-7	-13

cpd	GSTO1 counter	PAFAH1B2 inh	PME-1 primary	PAFAH1B3 inh
41	-7	1	3	12
42	3	-2	2	7
43	0	1	-6	5
44	5	-2	-1	2
45	-3	5	-7	3
46	-7	30*	1	0
47	-4	·	3	·
48	2	3	1	3
49	9	20	0	2
50	-3	3	-2	3
51	1	2	-2	-10
52	-7	4	1	4
53	8	16	-2	16
54	4	11	0	8
55	-7	4	-4	-1
56	1	-2	1	-3
57	-6	10	2	10

# This is a subset, so the mix of outcomes need not match the whole.
